BH1578 lux ind – induces V. cholerae light production without autoinducers. V. cholerae BH1578 lux reporter, luminescence, 6 h. activation, % at 18.7 µM. 350,000 tested, 0.16% active. AID 588436; in the data active = activation mostly above about 9.7%, no sharp cut-off; inconclusive = no clear call, values can overlap the other calls; inactive = mostly below about 3.7%; also: not every result past the cut was called active; inactives centre near 0; reference of the scale not given here
PfHsp40 rescue – rescue of PfHsp40-mediated yeast toxicity | S. cerevisiae expressing PfHsp40, growth rescue, ATP luminescence | growth rescue, % at 12.5 µM | 340,000 tested, 0.68% active | AID 504582; in the data active = growth rescue above about 28%, passing the limit was not always enough; inconclusive = no clear call, values can overlap the other calls;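 also: yeast W303a lacking pdr1 and pdr3 grown in galactose medium; growth measured after three days at 30 °C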
UGM FP inh – inhibitors of M. tuberculosis UDP-galactopyranose mutase. P9WIQ1. inhibition, % at 10 µM. 320,000 tested, 0.06% active. AID 504406. purified UGM, fluorescence polarization probe displacement; in the data active = inhibition above about 10%, passing the limit was not always enough; inconclusive = no clear call, values can overlap the other calls
Target sequence (P9WIQ1 whole entry, looked up): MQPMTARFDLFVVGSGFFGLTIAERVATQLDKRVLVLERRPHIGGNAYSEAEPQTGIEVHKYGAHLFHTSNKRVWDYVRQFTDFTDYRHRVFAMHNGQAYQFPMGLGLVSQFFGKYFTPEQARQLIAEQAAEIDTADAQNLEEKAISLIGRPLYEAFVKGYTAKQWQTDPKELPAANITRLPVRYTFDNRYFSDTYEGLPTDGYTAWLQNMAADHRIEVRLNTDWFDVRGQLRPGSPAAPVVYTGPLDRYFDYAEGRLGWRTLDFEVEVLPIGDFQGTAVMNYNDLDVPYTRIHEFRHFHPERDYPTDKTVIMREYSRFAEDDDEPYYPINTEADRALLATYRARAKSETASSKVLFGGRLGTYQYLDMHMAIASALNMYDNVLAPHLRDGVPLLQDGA
Yp Topo-I inh – inhibitors of Yersinia pestis topoisomerase I; Y. pestis Topo-I cleavage product accumulation, plate reader; activity, % at 10 µM; 360,000 tested, 0.064% active; in the data active = activity above about 50%, passing the limit was not always enough; inconclusive = no clear call, values can overlap the other calls; also: inactives centre near 2
TcdB inh – inhibitors of Clostridioides difficile toxin B glycohydrolase; TcdB glycohydrolase enzymatic assay, plate reader; AID 652162; P18177; inhibition, % at 9.99 µM; 350,000 tested, 0.24% active; in the data active = inhibition above about 10%
FBA Mtb inh – inhibitors of M. tuberculosis fructose-bisphosphate aldolase. P9WQA3. purified M. tuberculosis FBA, fluorescence read-out. inhibition, % at 1 µM. 360,000 tested, 2.3% active. AID 588726; in the data active = inhibition above about 27%;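 also: 0% = vehicle and 100% = reference inhibitor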
Target sequence (P9WQA3 whole entry, looked up): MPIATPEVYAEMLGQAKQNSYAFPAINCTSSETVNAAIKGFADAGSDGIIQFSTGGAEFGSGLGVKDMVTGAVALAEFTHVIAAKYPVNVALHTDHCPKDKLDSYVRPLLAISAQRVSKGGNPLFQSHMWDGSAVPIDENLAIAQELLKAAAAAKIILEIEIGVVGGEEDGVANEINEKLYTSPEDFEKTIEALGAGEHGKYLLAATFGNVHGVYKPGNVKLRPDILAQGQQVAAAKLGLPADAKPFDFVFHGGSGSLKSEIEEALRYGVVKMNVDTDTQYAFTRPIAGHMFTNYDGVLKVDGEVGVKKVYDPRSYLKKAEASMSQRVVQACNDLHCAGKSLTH
FadD28 FP inh – M. tuberculosis FadD28 bisubstrate binding inhibition. FadD28 bisubstrate probe binding, fluorescence polarization. inhibition, % at 12.5 µM. 360,000 tested, 0.22% active. AID 588549; in the data active = inhibition above about 8.5%, passing the limit was not always enough; inconclusive = no clear call, values can overlap the other calls
GDH-TPI counter – counter-screen for M. tuberculosis FBA inhibitors: GDH-TPI coupled enzymes; GDH-TPI coupled enzyme counterscreen, NADH absorbance; inhibition, % at 4.8 µM; 360,000 tested, 1.2% active; AID 588335; in the data active = inhibition above about 30%;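 also: 0% = DMSO wells and 100% = wells lacking the enzyme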
Mtb BioA inh – blocks M. tuberculosis BioA enzyme activity. purified M. tuberculosis BioA enzyme, plate reader. inhibition, % at 9.99 µM. 360,000 tested, 0.096% active. AID 602481; in the data active = inhibition above about 40%; inconclusive = no clear call, values can overlap the other calls
* = called active by the depositor; i = inactive; ? = inconclusive; / = no result given; + = active, no number; & = joins results of further samples.

molecule	BH1578 lux ind	PfHsp40 rescue	UGM FP inh	Yp Topo-I inh	TcdB inh	FBA Mtb inh	FadD28 FP inh	GDH-TPI counter	Mtb BioA inh
CCOc1ccc(CN(C)C(C)C(=O)NCc2ccccc2)cc1 (centres undefined)	i	1.4	0.3	6	-1.2	0	-5.1	-13	0.1
O=C(CN1CCOCC1)Nc1cccc(S(=O)(=O)N2CCCCCC2)c1	-0.2	-0.2	-0.6	11	0.8	-1	0.8	-2	/
Cc1ccc(S(=O)(=O)NCCN(CCNS(=O)(=O)c2ccc(C)cc2)S(C)(=O)=O)cc1	-0.2	-1.4	-2.1	13	/	0	-4.0	-4	-2.3
COc1ccc(C2=NS(=O)(=O)N(C)C(C(=O)N3CCOCC3)=C2)cc1	-1.3	-0.6	5.1	-10	6.5	-7	-2.7	22	-0.4
CC[n+]1c(-c2ccccc2)c2cc(N)ccc2c2ccc(N)cc21	i	-0.5	/	-38	1.5	-6	15*	6	/
Nn1c(C2CCC2)nc2ccccc2c1=O	-0.2	-0.1	-0.1	5	0.5	0	0.5	11	-1.2
Cc1nn(-c2ccccc2)c2c1C1(C(=O)N3c4c(cccc41)C(C)CC3(C)C)C(C#N)=C(N)O2 (centres undefined)	-0.2	-0.8	-0.5	-2	2.2	-5	-3.6	15	0.1
CCOc1ccc2c(c1)C(c1cccs1)=NNC(c1cccnc1)=N2	0.8	1.8	1.0	4	-3.5	1	-0.8	5	0.9
COc1ccccc1CCNC(=O)C(=O)NCC1OCCN1C(=O)c1ccc(Cl)cc1 (centres undefined)	-1.6	0.0	1.4	16	0.9	0	-2.3	5	-2.1
CSc1ccc(C(=S)N2CCN(C)CC2)cc1	-0.9	-0.8	3.6	1	/	-1	-2.2	16	/
CSc1nc(-c2ccc(Cl)cc2)nn1C(=O)c1ccccc1	-0.2	0.1	1.5	-2	-0.9	0	-1.3	5	-0.4
CC(C)c1ccc(NC(=O)Nc2nnc([C@H]3C[C@H](O)[C@@H](CO)O3)s2)cc1	i	/	/	6	-0.2	-3	-2.8	-3	-0.1
CCN(Cc1ccccc1)C(c1cccs1)c1nnnn1C1CCCCC1 (centres undefined)	i	7.7	0.1	-1	/	0	-2.8	4	/
COc1ccc(C(=O)COC(=O)C2CCCN2C(=O)C23CC4CC(CC(C4)C2)C3)cc1 (centres undefined)	-0.1	3.2	1.8	0	-0.3	-1	-1.4	2	/
Cc1cc([N+](=O)[O-])nn1CCCC(=O)NC1CCCCC1	i	-0.4	-0.9	-2	2.4	-1	-2.0	8	/
Cc1ccc(CNC(=O)c2c(C)cc(=O)oc2C)cc1	-0.4	0.2	0.1	6	/	2	-1.1	29	4.3
O=C(Nc1ccc(N2CCOCC2)c(F)c1)c1ccncc1	i	-0.1	-0.5	4	/	-2	-1.2	-3	-0.2
O=C1CCCC2=C1C(c1ccc(Cl)cc1)N1C(=O)CCSC1=N2 (centres undefined)	-2.9	-1.2	2.8	6	/	2	-1.9	16	-1.0
CCC1(CC)C(=O)N(C)C(=O)NC1=Nc1ccc(OC)cc1	2.7	-1.1	0.6	-4	/	-1	-2.4	-4	/
CN(Cc1ccc(C(C)(C)C)cc1)C(=O)C1CSC2(C)CCC(=O)N12 (centres undefined)	2.0	0.4	2.7	21	1.2	2	-0.4	1	-1.1
C=CCc1cccc2cc(C(=O)NC)c(=O)oc12	i	-0.8	-0.2	0	/	9	-4.4	3	-0.1
COc1ccc(OC)c(C(=O)Cn2nnc(-c3ccc(N4CCOCC4)cc3)n2)c1	-0.3	-0.2	2.6	-3	-1.0	3	1.3	9	-2.1
C=CCn1c(SCC(=O)N2N=C(c3ccco3)CC2c2ccco2)nnc1-c1ccncc1 (centres undefined)	i	-0.5	/	3	/	1	-0.8	4	/
COc1ccc(NC(=O)Nc2ncn(Cc3cccc(C(F)(F)F)c3)n2)cc1OC	/	1.1	0.7	-3	/	1	1.8	-2	0.3
COc1ccc(C2(CNC(=O)c3cccc([N+](=O)[O-])c3)CCCCC2)cc1OC	-0.3	-0.7	-1.0	6	8.1	1	-0.6	15	?
Cc1ccc(OCC(=O)N/N=C\c2ccc(C)o2)c(C)c1	i	-0.8	-0.6	9	-0.2	-2	-3.1	-3	0.5
Cc1cccc(/C(N)=N/OC(=O)c2ccc(Br)o2)c1	-0.2	-0.7	0.3	6	/	-1	-3.4	-12	/
CCc1nc2ccc(C(=O)NCCNC(C)=O)cn2c1N(CC)Cc1cccc(Br)c1	-0.6	/	/	23	3.2	0	-1.4	9	2.1
COc1ccc(C2SCC(=O)N2c2ccc(F)cc2)cc1 (centres undefined)	-1.2	-0.8	0.5	-3	-1.2	0	-1.3	5	0.3
CSCCC(NC(=O)c1ccccc1Cl)C(=O)OCC(=O)N1CCCC1=O (centres undefined)	2.9	0.9	0.4	-1	0.3	3	1.1	-1	-2.0
COc1cc(-c2nnc(COc3ccc4cc(Br)ccc4c3)o2)cc(OC)c1OC	/	-0.6	0.1	7	/	3	1.2	5	-1.3
CCC(c1nnnn1CC1CCCO1)N(CCN1CCOCC1)Cc1cc2cc(C)ccc2[nH]c1=O (centres undefined)	i	-0.6	/	-3	/	8	-2.2	19	0.8
CNC(=O)/C(C#N)=C/c1c(N2CC(C)OC(C)C2)nc2ccccn2c1=O (centres undefined)	i	-0.2	-0.3	2	0.6	124*	-2.2	12	/
CCC(=NCc1ccccc1)C1=C(O)C(C(=O)OC)C(C)(C)CC1=O (centres undefined)	-0.5	0.4	-1.2	0	/	6	-0.1	13	-0.6
CC(Oc1cccc(Cl)c1)C(=O)Nc1ccc(S(=O)(=O)Nc2ncccn2)cc1 (centres undefined)	i	-0.7	2.4	4	0.4	-2	-4.2	1	0.0
Cc1nc(NCc2ccc3c(c2)OCO3)c2oc3ccccc3c2n1	i	1.8	-0.3	2	/	0	-2.8	2	/
O=C(N/N=C/c1ccccc1)c1ccc(CN2C(=O)c3cccc4cccc2c34)cc1	-0.3	0.9	1.1	11	0.4	1	0.3	8	/
CCC(=O)N1CCN(C(C)=O)C1c1ccccc1 (centres undefined)	0.7	-0.9	-2.5	-6	/	4	0.9	3	-3.1
CN(C)c1ccc(NC(N)=S)cc1	i	-1.7	-3.1	1	-34	-1	-1.0	9	/
COC(=O)[C@@H]1C[C@@H]2CC[C@@H](O)C[C@@H]2N1Cc1ccc(Cl)cc1	i	-0.3	0.1	2	-1.5	-1	-0.4	2	-0.1
Cc1ccc(NC(=O)c2c(C)nn(-c3ccccc3)c2Cl)c(C)c1	-0.6	0.3	3.1	16	/	-4	-0.4	9	0.5
Cc1ccc2oc(=O)c3cnn(CC(=O)NC4CCCCC4C)c3c2c1 (centres undefined)	-0.4	0.1	-1.4	8	1.6	3	2.6	13	0.1
CCn1cc(/C=C(\NC(=O)c2cc(OC)c(OC)c(OC)c2)C(=O)N2CCN(C)CC2)c2ccccc21	i	1.0	2.0	8	-6.1	-2	0.4	28	/
O=C(NN=Cc1ccc(N2CCOCC2)cc1)c1cc2ccccc2cc1O	-0.7	-0.3	-0.6	1	0.1	-4	-0.6	51*	-0.1
Fc1ccc(OCCOCCOc2cccc3[nH]ccc23)cc1	-0.9	0.6	-1.0	-2	-2.1	3	0.2	-1	0.5
CC1Sc2ccc(S(=O)(=O)CCC(=O)NC3CCCCC3C)cc2NC1=O (centres undefined)	i	0.6	-1.1	0	0.1	5	-1.9	12	-0.1
Cn1c[n+](C)cc1C(O)c1ccccc1 (centres undefined)	-0.3&-0.2	-0.2&0.9	0.3&-3.4	-8&4	/	0&1	1.0&0.8	1&12	5.6&5.6
O=C(CSc1nc2ccc([N+](=O)[O-])cc2[nH]1)NC1CCCCC1	-2.5	0.9	0.9	-6	1.7	-3	-3.0	1	/

Gathered by group: the compounds so far containing a cyano group
molecule	BH1578 lux ind	PfHsp40 rescue	UGM FP inh	Yp Topo-I inh	TcdB inh	FBA Mtb inh	FadD28 FP inh	GDH-TPI counter	Mtb BioA inh
Cc1nn(-c2ccccc2)c2c1C1(C(=O)N3c4c(cccc41)C(C)CC3(C)C)C(C#N)=C(N)O2 (centres undefined)	-0.2	-0.8	-0.5	-2	2.2	-5	-3.6	15	0.1
CNC(=O)/C(C#N)=C/c1c(N2CC(C)OC(C)C2)nc2ccccn2c1=O (centres undefined)	i	-0.2	-0.3	2	0.6	124*	-2.2	12	/

Next entries follow:
molecule	BH1578 lux ind	PfHsp40 rescue	UGM FP inh	Yp Topo-I inh	TcdB inh	FBA Mtb inh	FadD28 FP inh	GDH-TPI counter	Mtb BioA inh
CCOC(=O)[C@@H]1[C@H]2COc3ccccc3[C@@H]2N2C(=O)N(c3ccc(C(F)(F)F)cc3)C(=O)[C@]12C	i	0.7	-3.4	19	0.0	1	0.4	11	0.3
COc1ccc(C(=O)Oc2ccc(C(C)=O)cc2)c(OC)c1	i	-0.6	-1.3	-4	/	2	-3.7	0	-7.8
C[C@@H](C(=O)NCc1ccccn1)[C@@H]1C[C@@]1(C)[C@@H](NC(=O)OCc1ccccc1)c1ccccc1	i	-0.3	-2.1	19	0.2	-3	-5.4	11	-0.4
NC(=O)c1cc(NC(=O)CCc2nc3ccccc3s2)cc(C(N)=O)c1	i	1.9	0.8	-5	1.4	6	-0.1	7	2.4
COc1cccc(C(=O)NNS(=O)(=O)c2ccccc2)c1	i	/	/	-1	-11	0	0.0	-3	0.1
COc1ccc(OC)c(CN2CCN(CCc3ccccc3)C(CCO)C2)c1 (centres undefined)	-0.7	0.1	-1.0	6	-3.2	-4	-3.2	2	0.0
CCOc1ccccc1NC(=O)c1ccc(S(=O)(=O)N2CCCCC2)cc1	-0.9	0.0	0.6	26	1.4	-2	-1.0	-2	0.5
N#CCSc1nnc(SCC#N)s1	-0.4	-0.1	1.2	-5	-0.2	-1	-4.0	-18	/
O=C(COC(=O)c1ccc2c(c1)C(=O)N(CCc1ccccc1)C2=O)Nc1ccc(OC(F)F)cc1	i	-0.3	-3.1	-7	/	-1	0.5	17	/
Cc1cc(NCc2ccco2)nc2cc(O)ccc12	/	-1.0	1.0	-2	-1.4	124*	-1.2	10	1.0
Cc1ccc(CNC(=O)Cn2cccc2C(=O)c2ccccc2C)cc1	i	3.2	-4.9	4	2.5	-9	-2.6	-1	/
Cc1ccc(Cn2ccc(NC(=O)c3c(-c4ccccc4Cl)noc3C)n2)cc1	-5.0	0.5	-0.1	-7	/	4	-1.2	-1	-4.5
CNc1cncc(-c2ccc(CN3CCOCC3)cc2)n1	-3.3	/	/	-1	1.4	+	-3.0	12	0.8
N#Cc1cc(C#N)c(SCC(=O)N2CC(=O)Nc3ccccc32)nc1N	-1.6	1.5	-0.1	2	-1.2	7	-2.3	12	-1.2
CCC(CC)C(=O)Nc1cc(C)c2c(=O)oc3ccccc3c2n1	-0.1	0.0	4.3	-3	0.9	0	-4.9	19	-0.7
Cc1ccc2nc(=O)c(NNc3ccccc3)cnc2c1	-0.3	1.5	0.0	6	0.5	-3	-3.8	27	/

2 compounds drawn at random from the list so far, as already listed:
molecule	BH1578 lux ind	PfHsp40 rescue	UGM FP inh	Yp Topo-I inh	TcdB inh	FBA Mtb inh	FadD28 FP inh	GDH-TPI counter	Mtb BioA inh
CNc1cncc(-c2ccc(CN3CCOCC3)cc2)n1	-3.3	/	/	-1	1.4	+	-3.0	12	0.8
O=C(COC(=O)c1ccc2c(c1)C(=O)N(CCc1ccccc1)C2=O)Nc1ccc(OC(F)F)cc1	i	-0.3	-3.1	-7	/	-1	0.5	17	/

Continuation.
molecule	BH1578 lux ind	PfHsp40 rescue	UGM FP inh	Yp Topo-I inh	TcdB inh	FBA Mtb inh	FadD28 FP inh	GDH-TPI counter	Mtb BioA inh
Cc1ccc(-n2nnnc2CNC(=O)c2ccc3c(c2)OCO3)cc1C	-0.3	-1.1	-3.0	2	1.5	0	-2.2	4	0.1
O=C1CCC(=O)N1CCSC(=S)N1CCOCC1	-0.3	-0.4	-2.8	5	1.5	1	0.3	1	/
Cc1cc(C(=O)N2CCc3ccccc3C2)n[nH]1	i	-0.7	-2.8	4	-0.8	2	1.5	5	1.3
COCCN1Cc2cccc(C(=O)Nc3ccc(-c4nc5ccccc5[nH]4)cc3)c2C1=O	-0.4	-0.4	1.0	2	/	8	-3.3	12	-1.2

Screening data (PubChem BioAssay)
